G9a block = blocks human histone lysine methyltransferase G9a. Q96KQ7. G9a H3K9 monomethylation, AlphaScreen, 2 h. Potency, µM (doses to about 102 µM), without a hit: at the highest dose activity, negative = inhibition, usual class: inhibitors. 8.8% of 350,000 active. AID 504332; further: potency means the concentration at half of the fitted maximal effect; on the % scale 0 is the no-effect control and ±100 the full control effect; nearly all actives have a fitted effect of over 75% in size
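Readings reflect AlphaScreen signal from monomethyl-H3K9 antibody detection. HMT at 20 nM; substrate b-H3K9 500 nM; cofactor SAM 20 uM; 2 h RT reaction; compounds tested as titrations in qHTS with 15 min preincubation.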
GLS inh = glutaminase GLS (human) inhibition | AID 624170 | Potency, µM (titrated, usually from 45.5 µM), without a hit: at the top dose activity change, negative = inhibition, usual class: inhibitors | GLS enzymatic activity, qHTS titration | 0.21% of 410,000 active | O94925; further: potency means the concentration at half of the fitted maximal effect; on the % scale 0 is the no-effect control and ±100 the full control effect
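Glutamate formation by hKGA was monitored fluorometrically using coupled glutamate oxidase, HRP and Amplex Red. Substrate was added as 1 mM L-glutamine solution; incubation was 30 min at RT after an initial read.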
RGS4 inh = blocks human RGS4-accelerated GTP hydrolysis | Transcreener GDP fluorescence polarization, RGS4-accelerated GTP hydrolysis | Potency, µM (titrated, usually from 114 µM), for inactives: at the highest dose activity change, negative = inhibition, actives largely listed as inhibitors | P49798 | 0.039% of 390,000 active; further: potency means the concentration at half of the fitted maximal effect; on the % scale 0 is the no-effect control and ±100 the full control effect; nearly all actives have a fitted effect of over 75% in size; some results filed as inactive show a strong effect at the top dose
Target sequence (P49798 whole entry, looked up): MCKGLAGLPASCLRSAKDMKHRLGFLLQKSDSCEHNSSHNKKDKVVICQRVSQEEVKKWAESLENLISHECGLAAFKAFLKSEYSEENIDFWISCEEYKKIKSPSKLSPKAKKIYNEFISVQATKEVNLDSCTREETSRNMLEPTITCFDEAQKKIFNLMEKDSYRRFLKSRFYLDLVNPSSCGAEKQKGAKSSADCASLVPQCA
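MLSMR compounds (23 nl, pin-transferred) preincubated 10 min at room temperature with a 500nM (2x) first reagent, then RGS4 at 900nM (2x) plus Transcreener GDP mix added; fluorescence polarization (620/688 nm) read before and after 90 min at 30 °C.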
BAZ2B inh = BAZ2B (human) inhibition | AlphaScreen BAZ2B-H3K14Ac peptide displacement | Potency, µM (doses to about 114 µM), inactives show at the highest dose activity change, negative = inhibition, actives largely listed as inhibitors | 4.4% of 360,000 active | AID 504333; further: potency means the concentration at half of the fitted maximal effect; on the % scale 0 is the no-effect control and ±100 the full control effect; nearly all actives have a fitted effect of over 60% in size
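In this displacement format the biotinylated H3(5-23) peptide acetylated at Lys14 serves as ligand at 50 nM, with BAZ2B at 50 nM in PBS pH 7.4 containing 0.01% Tween-20. Donor and acceptor beads are 10 ug/mL final.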
ERG-DNA inh = inhibitors of human ERG Ets domain-DNA interaction; Potency, µM (doses to about 76.9 µM), for inactives: top-dose FP activity, negative = inhibition, hits mostly inhibitors; 0.028% of 370,000 active; P11308; fluorescence polarization, His-ERG Ets domain / labelled DNA; active means well fitted inhibition curve with a large enough effect in the polarisation, with a control signal flat; inconclusive means small, poorly fitted or top-dose-only effect, or effect the other way, or a change in a side signal; inactive means no such curve, though single readings can be large or run the other way; the % refers to the polarisation;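 further: polarization taken with two DNA probes labelled with fluorescein and Texas red; potency means the concentration at half of the fitted maximal effect; % of control where 0% means no effect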
Target sequence (P11308 whole entry, looked up, the tested form may be a part): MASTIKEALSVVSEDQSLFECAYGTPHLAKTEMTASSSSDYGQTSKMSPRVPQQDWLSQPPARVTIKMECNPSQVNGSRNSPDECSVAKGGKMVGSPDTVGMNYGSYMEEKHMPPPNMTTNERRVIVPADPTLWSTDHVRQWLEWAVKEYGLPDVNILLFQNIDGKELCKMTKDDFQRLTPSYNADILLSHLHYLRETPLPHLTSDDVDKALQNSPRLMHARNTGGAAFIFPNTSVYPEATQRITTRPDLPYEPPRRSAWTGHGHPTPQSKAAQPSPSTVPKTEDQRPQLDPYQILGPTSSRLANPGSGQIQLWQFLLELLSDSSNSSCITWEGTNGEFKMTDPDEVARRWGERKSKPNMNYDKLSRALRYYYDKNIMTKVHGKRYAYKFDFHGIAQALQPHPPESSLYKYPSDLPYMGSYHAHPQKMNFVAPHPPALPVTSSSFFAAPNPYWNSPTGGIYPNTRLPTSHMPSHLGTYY
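His-tagged ERG Ets domain (1 uM in the protein solution; 300mM KCl, 50mM Tris-HCl, 1mM EDTA, 1mM DTT, pH 7.5) received compound, then a probe mix of 5 nM fluorescein-DNA and 100nM Texas-615-DNA. Fluorescence polarization was read for both dyes.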
JMJD2A Tudor inh = inhibitors of human JMJD2A Tudor domain | O75164 | AlphaScreen JMJD2A-Tudor / H3K4me3 peptide binding | Potency, µM (top dose mostly 114 µM), inactives show at the highest dose activity change, negative = inhibition, actives largely listed as inhibitors | 4.4% of 390,000 active | AID 504339; further: potency means the concentration at half of the fitted maximal effect; on the % scale 0 is the no-effect control and ±100 the full control effect; nearly all actives have a fitted effect of over 50% in size
PI4K2A block = blocks human PI4K2A kinase activity; purified PI4K2A, ADP-Glo luminescence, 1 h; hits give low values; Q9BTU6; activity change, negative = inhibition, % at 76.9 µM; 0.13% of 420,000 active; AID 1346378; in the data active means activity change below about -50%; inconclusive means mostly about -30% to -49%;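 further: -100% = wells without enzyme as full effect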
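PI4K2A activity was measured by ADP-Glo luminescence: enzyme (4 ug/mL stock) and phosphatidylinositol (1.2 mM stock) in Tris pH 7.5/MgCl2/EGTA/Triton X-100 buffer were reacted with ATP (300 microM stock) for one hour at ambient temperature.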
HP1b binding inh = blocks HP1-beta chromodomain binding to methylated histone tails; AID 540317; Potency, µM (doses to about 114 µM), for inactives: top-dose activity change, negative = inhibition, usual class: inhibitors; P83916; 0.56% of 390,000 active; AlphaScreen HP1-beta / biotin-H3K9me3 peptide binding; further: potency means the concentration at half of the fitted maximal effect; nearly all actives have a fitted effect of over 70% in size; inactives centre near 23
Target sequence (P83916 whole entry, looked up): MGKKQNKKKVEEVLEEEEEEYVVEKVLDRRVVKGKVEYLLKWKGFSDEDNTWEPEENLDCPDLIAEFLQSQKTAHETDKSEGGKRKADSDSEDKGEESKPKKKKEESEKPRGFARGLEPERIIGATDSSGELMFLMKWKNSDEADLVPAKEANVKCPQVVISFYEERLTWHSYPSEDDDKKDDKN
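HP1-beta protein (50 nM final) preincubated 30 min at room temperature with biotinylated H3(1-18)K9me3 peptide (50 nM) in PBS pH 7.4, 0.01% Tween-20, then compound added for 30 min. AlphaScreen streptavidin donor/nickel chelate acceptor beads (10 ug/mL final), 30 min dark, luminescence read.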
ALOX12 inh = ALOX12 (human) lipoxygenase inhibition; P18054; purified 12hLO, xylenol orange hydroperoxide absorbance; Potency, µM (highest dose often 108 µM), for inactives: top-dose activity change, negative = inhibition, hits mostly inhibitors; 1.1% of 580,000 active; further: potency means the concentration at half of the fitted maximal effect; on the % scale 0 is the no-effect control and ±100 the full control effect
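Purified human 12hLO at 150 nM in 25 mM Hepes, 0.01% Triton X-100, pH 7.0, preincubated 15 min at room temperature with compound. Reaction started with 40 uM arachidonic acid, 30 min at room temperature. Hydroperoxide measured by Fe-xylenol orange, 573/405 nm absorbance ratio.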
Active calls of the source: *; ? = inconclusive; nt = not tested or not shown; & = joins results of further samples; [ ] = another dose, or the depositor's remark. Unless noted, the call rests on the fitted dose curve; in most records, active means well fitted curve in the direction sought with a large enough effect; inconclusive means small, poorly fitted or top-dose-only effect, or another doubt; inactive means no such curve, though single readings can be large; an effect the other way counts as inactive or inconclusive. These rows are one share of the data; rates above refer to the full screens.

Results follow in this order: G9a block | GLS inh | RGS4 inh | BAZ2B inh | ERG-DNA inh | JMJD2A Tudor inh | PI4K2A block | HP1b binding inh | ALOX12 inh
COc1cc(/C=C(\C#N)C(=O)NCc2ccccc2)ccc1OCc1ccc(C(=O)O)cc1
→ 4%[59 µM] | 7% | -10%[11.4 µM] | -17% | -6% | -17%[11.4 µM] | -10 | -16% | -21%
CC(=O)c1ccc(Nc2c(C)n(C)n(-c3ccccc3)c2=O)cc1
→ -1% | 14% | -6% | -15% | -1% | -13% | 1 | 35%[activator] | 1%
COCCn1c(SCC(=O)Nc2cccc(C(=O)OC)c2)nc2ccccc2c1=O
→ 4%[59 µM] | 9% | 21% | nt | 2% | -1% | -3 | 40%[activator] | 0%
COc1ccc(Cl)cc1NC(=O)CNc1ccccc1CN(C)C1CCCCC1
→ -33% | -7% | 0% | -36% | -3% | -31% | 5 | -14% | -25%
O=C(Nc1ccc2c(c1)C(=O)N(C1CCCCC1)C2=O)C1CCCO1 (stereo unspecified)
→ 10%[59 µM] | 8% | 12% | -2% | -7% | -20% | -24 | 13% | 370%[activator]
CN(C)C(CNS(=O)(=O)c1ccc2ccccc2c1)c1ccccc1 (stereo unspecified)
→ ? | 2% | -1% | ? | 0% | -16% | -1 | 8% | ?
Cc1ccc(C(=O)OCC(=O)NC(C)c2ccccc2)s1 (stereo unspecified)
→ nt | -21% | 0% | nt | 3% | -21% | 17 | -10% | -10%
CCOC(=O)Cn1c(=O)n(-c2ccccc2OC)c2nc(-c3ccccc3C)nc(C(N)=O)c21
→ 1%[59 µM] | 0% | -4% | -19% | 1% | -22% | -4 | 20%[57 µM] | ?
COCc1nnc(NC(=O)C2CC(=O)N(C3CCCC3)C2)s1 (stereo unspecified)
→ 28µM* | -10% | -20% | -1% | 15% | -6% | 7 | -10% | -24%
Cc1cc(Br)cc(C)c1NC(=S)NC(=O)CC(C)C
→ ? | 2% | -12% | 4% | 0% | 4% | -2 | 24% | -9%
COc1ccccc1CNC(=O)COC(=O)c1c[nH]c2ccccc12
→ -1%[0.501 µM] | -5% | 7% | -22% | -8% | -4% | -11 | 19% | -11%
CC1(C)Cc2c(sc3ncnc(NN)c23)CO1
→ 19% | -9% | -15% | 79µM* | 8% | 50µM* | 8 | 20% | -25%
COc1ccc(C(=O)NCCS(=O)(=O)NCc2cccnc2)cc1
→ 2%[0.501 µM] | 1% | 13% | -2% | 8% | -2% | 1 | 39%[activator] | 12%
COc1ccc(C2/C(=C(/O)c3ccccc3)C(=O)C(=O)N2C)c(OC)c1 (stereo unspecified)
→ -4%[0.501 µM] | 4% | -6% | ? | -4% | -13% | 0 | 41%[activator] | -33%
CC1=C(C)CC(C(=O)NNC(=O)c2csc3c2CCC(C(C)(C)C)C3)C(C(=O)O)C1 (stereo unspecified)
→ 19% | 8% | -13% | -32% | 5% | -5% | -2 | 20% | -5%
Cc1noc(C)c1CN1C(=O)NC(Cc2ccccc2)(Cc2ccccc2)C1=O
→ ? | 1% | -14% | -1% | -1% | -6% | 3 | 14% | 0%
CCN(CC)CCN(Cc1cc2ccc(C)cc2[nH]c1=O)C(=S)Nc1ccccc1C(=O)OC
→ nt | -3% | -21% | -20% | 10% | ? | -6 | 5% | -28%
CC(C)CCNC(=O)Cn1c(=O)oc2cc(S(=O)(=O)N3CC(C)CC(C)C3)ccc21 (stereo unspecified)
→ -4% | 2% | 2% | 8% | -1% | -8% | 7 | 22% | 2%
O=C(Nc1cc(C2CC2)nn1-c1ccccc1)c1ccc(F)cc1
→ nt | 3% | 5% | nt | 5% | -19% | 3 | 41%[activator] | 0%
CN(CC(=O)Nc1ccc(N2CCOCC2)cc1)CC(=O)Nc1ccccc1[N+](=O)[O-]
→ ? | -1% | -8% | -32% | -9% | -5% | 3 | 33% | 1%
CC(Sc1nnc(-c2ccco2)o1)C(=O)Nc1ccc(OC(F)F)cc1 (stereo unspecified)
→ nt | -1% | -39% | nt | -10% | -17% | 2 | 18% | 11%
COc1cc(Cl)c(C)cc1NC(=O)COC(=O)c1cc(SC)ccc1Cl
→ 10% | 0% | -19% | 0% | 13% | -6% | -4 | 38% | -3%
O=C(COC(=O)c1ccccc1C(=O)N1CCN(c2ccccc2)CC1)Nc1ccccc1
→ -47% | 0% | 42% | -30% | 1% | -23% | 0 | 25% | -28%
O=C(CNC(=O)c1ccc(-c2ccccc2)cc1)Nc1cccc(CO)c1
→ nt | -5% | -6% | nt | 2% | -12% | -6 | 19% | ?
C[C@@H]1CC[C@]2(O[C@@H](CCO)C[C@H](O)[C@H]2O)O1
→ -5% | 2% | 1% | -13% | 11% | 6% | 4 | 43%[activator] | -7%
CCC(C)NC(=O)CCCn1c(=O)c2cccn2c2ccccc21 (stereo unspecified)
→ -8%[59 µM] | -4% | -37% | 1% | 6% | -8% | -1 | 51% | -22%
COCC(=O)Nc1c(C(=O)Nc2cccc(OC)c2)oc2ccccc12
→ -1%[59 µM] | -1% | -8% | -1% | -2% | -7% | 2 | 29% | 4%
Cc1ccc(NC(=O)COC(=O)c2oc3ccccc3c2C)cc1S(=O)(=O)N1CCOCC1
→ -33% | -14% | -21% | -30% | -6% | -17% | -3 | 22% | -11%
Cc1ccc(S(=O)(=O)N(CC(=O)Nc2ccc(C(C)C)cc2)Cc2ccccc2)cc1
→ 5%[59 µM] | -3% | 12% | 6% | 3% | -3% | -2 | 44%[activator] | -20%
Cc1ccc(CNS(=O)(=O)c2ccc3c(c2)OCCO3)cc1
→ 17%[59 µM] | 1% | -5% | -5% | 2% | -10% | 3 | 16% | -24%

Full records from above. Order of values: G9a block, GLS inh, RGS4 inh, BAZ2B inh, ERG-DNA inh, JMJD2A Tudor inh, PI4K2A block, HP1b binding inh, ALOX12 inh
`COc1ccc(C(=O)NCCS(=O)(=O)NCc2cccnc2)cc1` reads 2%[0.501 µM], 1%, 13%, -2%, 8%, -2%, 1, 39%[activator], 12%
`CC1=C(C)CC(C(=O)NNC(=O)c2csc3c2CCC(C(C)(C)C)C3)C(C(=O)O)C1` (stereo unspecified) reads 19%, 8%, -13%, -32%, 5%, -5%, -2, 20%, -5%
`COc1ccc(C2/C(=C(/O)c3ccccc3)C(=O)C(=O)N2C)c(OC)c1` (stereo unspecified) reads -4%[0.501 µM], 4%, -6%, ?, -4%, -13%, 0, 41%[activator], -33%

The listing continues.
mol	G9a block	GLS inh	RGS4 inh	BAZ2B inh	ERG-DNA inh	JMJD2A Tudor inh	PI4K2A block	HP1b binding inh	ALOX12 inh
CCCC1=Nc2cc(C(=O)N3CCC(C(=O)OCC)CC3)ccc2Sc2ccccc21	?	2%&-9%	-21%&-29%	-34%&-31%	-8%&-1%	?	0&2	19%&-4%	-19%&-33%
CC(C)(C)C(=O)Cn1ncc(N2CCOCC2)c(Br)c1=O	-5%	2%	8%	-34%	3%	-13%	1	17%	2%
Cc1ccc(C)c(S(=O)(=O)N2CCNCC2)c1	-14%	-6%	4%	nt	-6%	-6%	-2	-2%	0%
O=C(COC(=O)C1CCCO1)Nc1nc(-c2ccc(F)cc2)cs1 (stereo unspecified)	nt	-7%	-11%	nt	-2%	-7%	-2	15%[57 µM]	0%
O=C(COc1ccc(S(=O)(=O)N2CCCC2)cc1)Nc1ccc(F)cc1	5%	-1%	21%	-1%	1%	-10%	1	19%	4%
COc1ccc(CNC(=O)COC(=O)c2cc(-c3ccc(Cl)s3)nc3ccccc23)cc1	?	-1%	-20%	7%	2%	1%	7	45%[activator]	71%[activator]
CCOc1ccc(C2C(=O)N(C3CCCCC3)CC(=O)N2CC2CCCO2)cc1OC (stereo unspecified)	12%	7%	-39%	2%	-2%	-5%	1	41%	4%
CCOC(=O)C1=C(C)NC(=O)NC1c1ccc(Cl)cc1Cl (stereo unspecified)	-7%[12.7 µM]	2%	1%	5%	-1%	-19%	6	13%	13%
Cc1ccc(SCC(=O)NC(C)(C)C)cc1	-1%[59 µM]	5%	28%	2%	2%	-11%	1	25%	0%
CCc1cc(C(=O)N(C)CC(=O)N(CC(C)C)c2c(N)n(CC(C)C)c(=O)[nH]c2=O)sc1C	-7%	0%	14%	-2%	0%	-15%	3	12%	nt
O=C(CN1C(=O)NC(c2ccc(F)cc2)C1=O)Nc1ccc2c(c1)OCCO2 (stereo unspecified)	4%[12.7 µM]	7%	25%	-1%	?	-13%	0	23%	-2%
CCCn1c(SCC(=O)N2CCc3ccccc3C2)nc(O)cc1=O	nt	8%	-2%	nt	8%	-10%	1	25%	-4%
O=C(CCC(=O)Nc1ccc(F)cc1)N/N=C/c1ccccc1O	16%	0%	-13%	-2%	-2%	-4%	-1	32%	1%

Screening results from PubChem BioAssay.
